FLuc inh counter – inhibits firefly luciferase, flagging false hits in luciferase inhibition screens. P08659. ATPLite firefly luciferase biochemical luminescence, 10 min. inhibition, % at 10 µM. 200,000 compounds, 1.5% hits. AID 1006;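 active means inhibition above about 50% when tested at 10 µM, limit read from the data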
Target sequence (P08659 whole entry, looked up): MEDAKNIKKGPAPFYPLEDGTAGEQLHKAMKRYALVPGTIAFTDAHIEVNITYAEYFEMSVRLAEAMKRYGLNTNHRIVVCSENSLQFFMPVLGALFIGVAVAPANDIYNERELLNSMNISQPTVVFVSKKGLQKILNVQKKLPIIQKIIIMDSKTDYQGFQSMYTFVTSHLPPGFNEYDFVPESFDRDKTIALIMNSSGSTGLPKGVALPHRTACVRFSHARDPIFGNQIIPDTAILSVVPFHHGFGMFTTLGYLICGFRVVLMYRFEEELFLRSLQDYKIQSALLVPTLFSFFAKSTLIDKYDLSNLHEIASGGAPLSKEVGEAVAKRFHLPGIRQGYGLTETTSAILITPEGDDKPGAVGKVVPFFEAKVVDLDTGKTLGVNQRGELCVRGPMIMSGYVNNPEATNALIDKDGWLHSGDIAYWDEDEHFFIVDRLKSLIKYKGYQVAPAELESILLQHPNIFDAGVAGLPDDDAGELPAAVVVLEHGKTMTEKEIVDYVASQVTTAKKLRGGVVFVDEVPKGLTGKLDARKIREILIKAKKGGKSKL
TLR4 MyD88 comp – TLR4-MyD88 interaction inhibition in cells; 200,000 compounds, 0.18% hits; inhibition, % at 8.4 µM; AID 861; O00206+Q99836; HeLa CL3-4 TLR4/MyD88 BLA complementation, FRET ratio; in the data active means inhibition above about 25%;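 further: 0% = vehicle and 100% = reference inhibitor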
Diaph inh CS – inhibits diaphorase or chemically oxidizes, flagging diaphorase assay artifacts | diaphorase resazurin-to-resorufin fluorescence, NADH, 16 min; bacterial (C. kluyveri) enzyme, not human | inhibition, % at 20 µM | 190,000 compounds, 0.69% hits;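 active means primary screen inhibition at 20 µM above a set limit, cut at about 50% in these data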;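 further: plate controls were DMSO with full reaction for no effect and wells lacking NADH for full effect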
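Benchmarks: positive control wells lacking NADH, neutral wells with DMSO only. System: bacterial diaphorase enzyme (C. kluyveri). Input: 0.14 U/mL diaphorase, enzyme working solution. Detection: resorufin fluorescence, excitation 544 nm, emission 590 nm. Times: 16-min room-temperature incubation before reading.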
Diaphorase act – counter-screen for diaphorase-based assays: diaphorase activators and chemical reducers; Diaphorase/resazurin coupled assay, resorufin fluorescence, 16 min; active compounds read high; 1 = vehicle wells, 0 = NADH-free wells; activation factor at 20 µM; 190,000 compounds, 0.005% hits;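 active means diaphorase activity raised at least twofold by the compound at 20 µM; inactive means activation factor below 2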
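Material: purified diaphorase enzyme from Clostridium kluyveri / Medium: HEPES pH 7.4 buffer with MgCl2 and Tween 20 / Schedule: enzyme reaction of 16 min at room temperature / Measured by: resorufin fluorescence, excitation 544 nm, emission 590 nm / Evaluation: rise in resorufin formation, marking diaphorase activation or chemical reduction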
NF-kB neuron act – NF-kB expression increase, human neuronal cells. NF-kB reporter expression; active compounds read high. fold change at 12.5 µM. 190,000 compounds, 1.6% hits. AID 1239; in the data active means fold change above about 3.3
G6PDH CS – counter-screen for G6PDH assay hits: L. mesenteroides G6PDH inhibition; inhibition, % at 5 µM; AID 1020; Purified L. mesenteroides G6PDH, diaphorase/resazurin coupled fluorescence, 45 min; 200,000 compounds, 0.12% hits; in the data active means inhibition above about 50%
FLuc stim CS – affects firefly luciferase, flagging false hits in luciferase stimulation screens; ATPlite luciferase biochemical, luminescence, 10 min; 0 = ATP-free wells, 1 = DMSO control; AID 1027; 200,000 tested, under 10 active; P08659; activation factor at 10 µM;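 active means luciferase activation factor, scaled between plate controls, of at least 2 with compound at 10 µM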
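test system = cell-free luciferase reagent | medium = PBS as buffer for the ATP substrate | dosing = test compounds dosed from 2 mM stocks in 100% DMSO | incubation = 10 min at ambient temperature | detection = luminescence measurement of luciferase light output | benchmarks = low control with PBS replacing ATP, high control enzyme plus ATP without compound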
APP 5'UTR act – activates APP 5'UTR luciferase reporter; SH-SY5Y APP 5'UTR luciferase reporter, luminescence; zero percent = DMSO vehicle wells; activation, % at 2 µM; 190,000 compounds, 1% hits;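 active means activation above a set limit, based on mean plus 3 SD of controls, cut at about 140% in these data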; further: values of inactives mirror those of a sister screen read the other way
STAT1 act – increases IFN-gamma driven STAT1 reporter signal; activation (% of control), % at 5.5 µM; NIH 3T3 STAT1-luciferase reporter, luminescence; 100% = IFN-gamma alone, no compound; 200,000 compounds, 2.6% hits;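 active means activation above the screen-wide mean activation plus 3 SD, cut at about 130% in these data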;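 further: raw ratio to IFN-gamma control signal so 100% means no change and 0% no light; values of inactives mirror those of a sister screen read the other way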
APP transl inh – APP translation inhibition; SH-SY5Y APP 5'UTR-luciferase reporter, luminescence; inhibition, % at 2 µM; 190,000 compounds, 0.82% hits; AID 1285;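 active means inhibition above a set limit, derived from the sample mean plus 3 SD, cut at about 45% in these data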; further: values of inactives mirror those of a sister screen read the other way
An asterisk follows results filed as active; . = no result given.

Screens in order: FLuc stim CS, Diaphorase act, NF-kB neuron act, FLuc inh counter, Diaph inh CS, APP 5'UTR act, TLR4 MyD88 comp, APP transl inh, G6PDH CS, STAT1 act
- CCOC(=O)NC(Nc1ncccn1)(C(F)(F)F)C(F)(F)F
  1, 0.9, 1, -1, 9, -2, -3, 2, 4, 92
- CCCn1c(SCC(=O)NCCc2ccccc2)nnc1-c1ccco1
  1.1, 1, 1.1, -6, 2, -5, -17, 5, 6, 99
- Cc1ccc2cc(C3C(C#N)=C(N)Oc4c3ccc3cccnc43)c(=O)[nH]c2c1 (stereo not drawn)
  1, 0.6, 0.95, -4, 39, -38, -7, 38, 16, 102
- Cc1ccc2nc(NC3=NCN(CCc4ccccc4)CN3)nc(C)c2c1
  1, 1.1, ., -4, -8, ., ., ., -3, .
- O=C(CSc1ncnc2nc[nH]c12)N1CCOCC1
  1.1, 0.8, 1, -6, 15, 3, -11, -3, 1, 102
- CCCCn1c(N)c(N(CCOC)C(=O)COc2ccc(Cl)cc2)c(=O)[nH]c1=O
  1.1, 0.8, 0.93, -5, 18, 6, 6, -6, 9, 104
- O=C(NCc1cccs1)c1ccccc1[N+](=O)[O-]
  1, 0.9, 0.96, -5, 7, 26, 2, -26, -3, 99
- CN1/C(=C\C(=O)Nc2ccc(F)cc2)C(C)(C)c2ccccc21
  1, 0.9, 0.83, -4, 6, -1, -2, 1, 12, 109
- Cc1cccc(-c2nc(=S)c3c(n2Cc2ccco2)CCCC3)c1
  1.1, 0.9, 0.98, -11, 10, -2, 8, 2, 3, 96
- O=C(CNC(=O)c1ccccc1)NC1(C(=O)NC2CCCC2)CCCCC1
  1.1, 0.8, 1.1, -7, 16, -19, 15, 19, 5, 104
- O=C(NNC(=S)Nc1ccccc1)c1ccc2ncccc2c1
  0.8, 1.1, 1.6, 19, -8, 16, -3, -16, 10, 122
- Cc1ccc(-c2cc(C(=O)Nc3nccs3)c3ccccc3n2)o1
  0.8, 0.6, 1.4, 16, 37, -13, 2, 13, 4, 97
- O=C(Nc1ccc(C(=O)N2CCCC2)cc1)Nc1ccc(Cl)cc1Cl
  1.1, 0.9, 0.97, -11, 5, -11, 13, 11, 7, 96
- O=C(NC(NC(=S)Nc1c(Cl)cccc1Cl)C(Cl)(Cl)Cl)OCc1ccccc1 (stereo not drawn)
  1, 0.9, 1.2, -3, 14, 8, -1, -8, 6, 95
- CCOC(=O)c1ccc(-c2ccc(/C=N/NC(=O)CN(c3cccc(C)c3)S(C)(=O)=O)o2)cc1
  1.1, 1, 1.2, -10, 2, 28, 8, -28, 8, 109
- CCOC(=O)c1ccccc1NC(=O)c1ccc(NS(C)(=O)=O)cc1
  1, 0.9, 0.93, -5, 12, 8, -2, -8, 13, 96
- O=C(c1ccccc1)N1CCCC(C(=O)N2CCc3ccccc3C2)C1 (stereo not drawn)
  1.1, 0.9, 0.99, -11, 7, -3, -3, 3, 4, 97
- Cc1cccc(OCC(=O)NCC(=O)n2nc(C)cc2C)c1
  1.1, 0.9, 0.91, -8, 13, 2, 9, -2, 1, 101
- COc1ccc2nc(C)cc(SCC(=O)N/N=C/c3c(OC)ccc4ccccc34)c2c1
  1.1, 1, 1, -5, -2, -15, 3, 15, 9, 102
- COc1cc(C=O)ccc1OCCCCOc1ccccc1[N+](=O)[O-]
  1, 1, 1.1, 3, 4, -15, 11, 15, 2, 99
- COC(=O)C1CCCCN1C(=O)CCc1nnc(CCc2c[nH]c3ccccc23)o1 (stereo not drawn)
  1, 1, 1.2, -1, -2, 2, -14, -2, 15, 101
- C=CCN(CC=C)S(=O)(=O)c1ccc(NC(=S)NC(=O)/C=C/c2ccc(C)cc2)cc1
  1, 0.8, 1, -2, 16, -6, 1, 6, -24, 98
- CC(C)(C)C(=O)OCc1cn(-c2ccc(Cl)cc2)nn1
  1, 0.9, 2, 0, 12, 24, 1, -24, 8, 109
- COc1ccc(Cn2cnc3sccc3c2=O)cc1
  1.1, 1, 1.1, -6, 3, 17, 13, -17, 1, 96
- CCOC(=O)N1CCN(C(=O)CCSCCc2ccncc2)CC1
  1.1, 0.9, 1.2, -5, 14, 13, 10, -13, 2, 92
- COc1cccc(C(=O)Nc2ccc3nc(N4CCN(c5ncccn5)CC4)cc(C)c3c2)c1OC
  1, 1, 0.29, -3, -4, -11, -2, 11, -2, 105
- NC(=NCCc1c[nH]c2ccccc12)NS(=O)(=O)c1ccc(F)cc1
  1, 0.9, 1.1, -2, 14, 5, -29, -5, 3, 93
- COc1ccc(N(CC(=O)Nc2c(C)n(C)n(-c3ccccc3)c2=O)S(=O)(=O)c2ccc(F)cc2)cc1
  1, 0.9, 0.97, -2, 12, 36, 9, -36, 0, 91
- Cc1ccc(S(=O)(=O)N2CCOCC2)cc1NC(=O)COC(=O)CCC(=O)c1cccs1
  1, 1, 0.97, -1, 0, 22, 9, -22, -2, 94
- COc1ccc(C(=O)Nc2cccc(N(C)S(C)(=O)=O)c2)cc1OC
  0.8, 0.9, 1.7, 20, 7, 27, -19, -28, -1, 115

Molecules listed so far with two or more sulfur atoms (2):
Screens in order: FLuc stim CS, Diaphorase act, NF-kB neuron act, FLuc inh counter, Diaph inh CS, APP 5'UTR act, TLR4 MyD88 comp, APP transl inh, G6PDH CS, STAT1 act
- C=CCN(CC=C)S(=O)(=O)c1ccc(NC(=S)NC(=O)/C=C/c2ccc(C)cc2)cc1
  1, 0.8, 1, -2, 16, -6, 1, 6, -24, 98
- Cc1ccc(S(=O)(=O)N2CCOCC2)cc1NC(=O)COC(=O)CCC(=O)c1cccs1
  1, 1, 0.97, -1, 0, 22, 9, -22, -2, 94

A few values from the results shown.
CN1/C(=C\C(=O)Nc2ccc(F)cc2)C(C)(C)c2ccccc21 @ APP transl inh = 1
CCOC(=O)c1ccc(-c2ccc(/C=N/NC(=O)CN(c3cccc(C)c3)S(C)(=O)=O)o2)cc1 @ NF-kB neuron act = 1.2
O=C(CNC(=O)c1ccccc1)NC1(C(=O)NC2CCCC2)CCCCC1 @ FLuc stim CS = 1.1
CC(C)(C)C(=O)OCc1cn(-c2ccc(Cl)cc2)nn1 @ APP 5'UTR act = 24

Next section
Screens in order: FLuc stim CS, Diaphorase act, NF-kB neuron act, FLuc inh counter, Diaph inh CS, APP 5'UTR act, TLR4 MyD88 comp, APP transl inh, G6PDH CS, STAT1 act
- CC(=O)c1ccc(N2CCC(c3cc(-c4ccc(Cl)cc4)n[nH]3)CC2)c([N+](=O)[O-])c1
  1, 0.8, 0.76, -3, 16, -2, 4, 2, 9, 94
- CCN(CC)c1cc2nonc2c2nonc12
  1.1, 0.9, 1.1, -6, 6, 11, 2, -11, 1, 98
- C/C(CS(=O)(=O)c1ccc(Cl)c(Cl)c1)=N/NC(N)=S
  1, 1, 1.2, -2, 4, 5, -10, -5, 6, 100
- O=C(O)CNS(=O)(=O)c1ccc(-c2ccccc2)cc1
  1.1, 0.8, 1, -7, 16, -9, -14, 9, 4, 107
- CN(CC(=O)Nc1nc2ccc(F)cc2s1)S(=O)(=O)c1ccc(Cl)cc1
  1, 0.8, 0.94, 0, 15, -11, -2, 12, 6, 97
- CC1CC(C)CN(C(=O)c2cc3c(s2)CCC3)C1 (stereo not drawn)
  1, 0.9, 1.2, -4, 9, 6, -15, -6, 13, 99
- Nc1nc(SCC(=O)Nc2cc(C(F)(F)F)ccc2N2CCOCC2)n[nH]1
  1.1, 1.1, 1.5, -5, -6, -8, -14, 8, 7, 99
- Cc1nc2nc3c(c(=O)n2[nH]1)CCC3
  1, 0.8, 1.4, -4, 20, -17, 0, 17, -3, 108
- CCN(CC)C(=O)C1CCCN(Cc2cccc(F)c2)C1 (stereo not drawn)
  1.1, 0.6, 1.1, -11, 40, -12, 7, 12, 1, 106
- Cc1cccc(NC(=O)Nc2ccc3c(c2)OCO3)n1
  0.4, 0.8, 4.2*, 55*, 18, 137*, 1, -137, 12, 168*
- NC(N)=N/N=C/c1cccc(Cl)c1Cl
  1, 1.1, 1.1, 0, -9, 3, -5, -3, -3, 95
- CC(C)NC(=O)CC(=O)N/N=C\c1ccccc1C(=O)O
  1.1, ., 1.3, -6, ., -9, -7, 8, 6, 96
- O=C(NS(=O)(=O)c1ccc2c(c1)OCCO2)c1ccccc1
  1.1, 1.1, 1.1, -5, -14, -2, -4, 2, 25, 95
- C/C(=N/NC(=O)c1ccc2c(c1)OCO2)c1cccc(NC(=O)C(C)(C)C)c1
  0.5, 0.8, 1.5, 53*, 21, -2, -6, 2, -16, 101
- COc1ccc(S(=O)(=O)CCc2nnc(NC(C)=O)s2)cc1
  1.1, 0.8, 0.94, -7, 15, 16, 9, -16, -1, 103
- O=C(O)c1ccc(N/N=C/c2ccc3c(c2)OCO3)cc1
  0.4, 1, 0.66, 61*, -4, -31, 0, 31, 2, 13
- COc1cc(C2CC(=O)N3CN(c4ccccc4C)CSC3=C2C#N)cc(OC)c1OC (stereo not drawn)
  1, 0.4, 1.4, 0, 59*, -6, -9, 6, 25, 98
- Cc1ccc2nc3sc(C(=O)N4CCCc5ccccc54)c(N)c3cc2c1
  1.1, 0.8, 0.96, -6, 23, 9, 19, -8, -53, 98
- COc1ccc(/C=N/N=C/c2ccc(OC)c(OC)c2)cc1OC
  1.1, 1, 0.91, -6, 3, -4, -2, 4, -2, 98
- COCCC(=O)N1CCCC(C(=O)c2ccc3c4c(cccc24)CC3)C1 (stereo not drawn)
  1, 0.9, 0.97, 4, 14, -7, 0, 7, 3, 88
- CC(=O)c1ccc(Sc2ccc(C(C)=O)cc2)cc1
  1, 1, 1.4, -4, -2, ., 3, ., 13, 114
- CCOC(=O)c1cc(-c2ccc(C)cc2)n(CCC(=O)NCCCOC)c1C
  1, 0.9, 1.8, -4, 11, 0, -6, 0, -5, 99

Structures above printed as active in STAT1 act.
structure	FLuc stim CS	NF-kB neuron act	Diaph inh CS	APP 5'UTR act	TLR4 MyD88 comp	APP transl inh	STAT1 act
Cc1cccc(NC(=O)Nc2ccc3c(c2)OCO3)n1	0.4	4.2*	18	137*	1	-137	168*
